# CHRM1 antagonist: human M1 muscarinic receptor antagonists, primary screen, CHO-K1 cells, Fluo-8 calcium fluorescence, 1536-well. CHO-K1 hM1, ACh EC80 antagonist. inhibition, % at 3 µM. actives 1.3% (n = 360,000);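 active = percent inhibition above its own plate's cutoff, namely the mean of that plate's compound wells plus 3 SD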;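 also: peak over basal fluorescence ratio during 140 s after agonist addition; 0% = ACh EC80 plus DMSO and 100% = DMSO alone without agonist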
# V1R ag counter: agonists of human V1a receptor, primary screen, counter-screen for OXTR agonist project, fluorescence, CHO-V1R cells; actives 0.25% (n = 320,000); Vasopressin V1a receptor (Homo sapiens), P37288; activation, % at 3 µM; Fluo-8 calcium fluorescence, agonist mode; 0% DMSO, 100% 3 nM vasopressin;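 active = activation above the mean activation of all tested compounds plus 3 SD, per screening run, cut at about 20% in these data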;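 also: signal is peak over basal fluorescence ratio across a 100 second FLIPR read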
# Target sequence (P37288 whole entry, looked up): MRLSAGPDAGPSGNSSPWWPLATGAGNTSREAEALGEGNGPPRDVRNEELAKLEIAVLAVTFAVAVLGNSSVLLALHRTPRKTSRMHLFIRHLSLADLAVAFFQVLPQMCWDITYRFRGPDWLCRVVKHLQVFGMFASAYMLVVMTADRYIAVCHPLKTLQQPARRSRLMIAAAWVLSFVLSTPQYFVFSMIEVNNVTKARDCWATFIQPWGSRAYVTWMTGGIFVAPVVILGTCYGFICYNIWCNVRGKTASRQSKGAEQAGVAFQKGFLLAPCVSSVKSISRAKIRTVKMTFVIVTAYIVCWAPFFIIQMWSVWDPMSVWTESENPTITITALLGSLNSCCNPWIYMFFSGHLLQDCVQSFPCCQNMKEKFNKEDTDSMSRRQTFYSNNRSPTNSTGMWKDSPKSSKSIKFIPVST
# TAAR1 ag: human TAAR1 agonists, primary screen, Fluo-8 calcium fluorescence, CHO RD-HGA16 cells | vehicle wells 0%, saturating PEA agonist 100% | AID 624467, 2012 | activation, % at 3 µM | actives 0.99% (n = 360,000);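 active = activation above the mean activation of all test compounds in the run plus 3 SD, cut at about 38% in these data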
#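 System: CHO RD-HGA16 cells carrying human TAAR1 plus Gα16; Incubation: 17-24 h seeding, 75 min 37 °C dye, 30 min RT; Measured by: Fluo-8 fluorescence, 5 s baseline then 140 s kinetic read; Control set: DMSO and PEA EC100; Replication: single well for each compound.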
# OXTR ag: human OXTR agonists, primary screen, fluorescence, CHO-OTR cells, Fluo-8 calcium; Oxytocin receptor (Homo sapiens), P30559; AID 2435, 2010; activation, % at 3 µM; actives 0.32% (n = 320,000); Fluo-8 calcium fluorescence; normalized: DMSO 0%, oxytocin 100%;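 active = activation above the mean of all tested compounds plus 3 SD, cutoff set per screening run, cut at about 20% in these data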;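 also: peak over basal fluorescence ratio from a 100 s FLIPR kinetic read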
# Target sequence (P30559 whole entry, looked up): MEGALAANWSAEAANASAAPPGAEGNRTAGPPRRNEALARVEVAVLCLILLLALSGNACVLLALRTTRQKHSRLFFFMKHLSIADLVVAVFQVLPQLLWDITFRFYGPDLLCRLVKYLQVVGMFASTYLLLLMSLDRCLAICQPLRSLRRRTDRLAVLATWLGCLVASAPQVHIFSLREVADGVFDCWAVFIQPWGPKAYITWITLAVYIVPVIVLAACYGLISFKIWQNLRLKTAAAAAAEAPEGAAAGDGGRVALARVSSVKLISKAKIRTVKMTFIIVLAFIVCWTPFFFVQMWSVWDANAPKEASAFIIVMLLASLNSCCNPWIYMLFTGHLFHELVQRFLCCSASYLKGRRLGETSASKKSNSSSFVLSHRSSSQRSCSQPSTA
# TAAR1 antagonist: human TAAR1 antagonists, primary screen, Fluo-8 calcium fluorescence, CHO RD-HGA16 cells. antagonist. inhibition, % at 3 µM. Trace amine-associated receptor 1 (Homo sapiens), Q96RJ0. actives 1.5% (n = 360,000);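 active = inhibition above a per-plate cutoff, the mean inhibition of test compounds on that plate plus 3 SD, cut at about 49% in these data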;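 also: 0% = DMSO plus EC80 beta-PEA response and 100% = DMSO alone without agonist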
#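 Assay system: RD-HGA16 CHO cells with stable hTAAR1 and Gα16 / Reagent: EC80 β-phenethylamine stimulus / Doses: 3 µM, single point / Timing: dye loading 75 min at 37 °C, then 30 min room temperature / Measured by: Fluo-8 intracellular calcium dye fluorescence, real-time kinetic reads / Controls: vehicle wells and EC80 agonist wells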
# M1 PAM: human M1 muscarinic receptor positive allosteric modulators, primary screen, CHO-K1 cells, Fluo-8 calcium fluorescence, 1536-well. AID 588819, 2011. Muscarinic acetylcholine receptor M1 (Homo sapiens), P11229. activation, % at 3 µM. actives 0.088% (n = 360,000). CHO-K1 hM1, ACh EC20; 0% = ACh EC20, 100% = maximal ACh; in the data active = activation above about 19%, passing the limit was not always enough
# OXTR potentiate: human OXTR potentiators, primary screen, fluorescence, CHO-OTR cells, Fluo-8 calcium | Oxytocin receptor (Homo sapiens), P30559 | Fluo-8 calcium fluorescence, potentiator mode; 0% = oxytocin EC15, 100% = EC100 | activation, % at 3 µM | actives 0.061% (n = 320,000);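 active = activation above that plate's cutoff, the mean activation of tested compounds plus 3 SD, cut at about 6.6% in these data, passing the limit was not always enough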;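 also: 100% uses oxytocin at 75 nM as the full agonist control; some results filed as inactive read as strong as hits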
#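 Measured by – Fluo-8 calcium dye fluorescence · Test system – human OTR in CHO cells · Dosing – one concentration, 3.0 µM compound · Controls – EC15 oxytocin alone as 0%, 75 nM oxytocin as 100% · Evaluation – normalized max/min fluorescence ratio, % activation · Timing – 6 min pre-incubation, 100 s read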
# CHRM1 agonist: human M1 muscarinic receptor agonists, primary screen, Fluo-8 calcium fluorescence, CHO-K1 cells, HTS; Muscarinic acetylcholine receptor M1 (Homo sapiens), P11229; CHO-K1 hM1, agonist mode; 0% DMSO, 100% acetylcholine EC100; activation, % at 3 µM; actives 0.33% (n = 360,000);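 active = activation above the run's mean compound activation plus 3 SD, cut at about 16% in these data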;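 also: peak over basal fluorescence ratio within a 140 s kinetic read after compound addition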
# CHO parental Ca: ATP-evoked calcium signal inhibitors, parental CHO, primary screen, counter-screen for OX1R antagonist project, cell-based, fluorescence, Fluo-8 calcium dye; parental CHO-K1, ATP-induced calcium, Fluo-8 fluorescence; inhibition, % at 5.6 µM; actives 0.63% (n = 330,000);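 active = inhibition above that plate's mean sample inhibition plus 3 SD, cut at about 26% in these data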;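 also: 0% = ATP-challenged DMSO wells and 100% = DMSO wells without ATP; some compounds past the cut are filed as inactive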
#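 Measured by: calcium-sensitive Fluo-8 fluorescence / Test system: CHO parental line / Controls: ATP-challenged DMSO wells low, unchallenged DMSO wells high / Measure: % inhibition / Compound: single nominal dose of 5.6 µM per compound / Replicates: single well per compound, no replicates / Reagent: ATP as calcium-mobilizing challenge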
# * = called active by the depositor; nt = no result given.
# The opening five records (preview)
SMILES,CHRM1 antagonist,V1R ag counter,TAAR1 ag,OXTR ag,TAAR1 antagonist,M1 PAM,OXTR potentiate,CHRM1 agonist,CHO parental Ca
CN(C)CCCNC(=O)CCC1CCCCC1,-2,0.3,8,0.5,3,7,-7,-4,0
CC(C)C(=O)Nc1cccc(-c2cn3ccsc3n2)c1,-9,0.1,0,-0.6,-4,12,-13,-2,-14
CCCN(CCC)C(=O)CC(c1ccccc1)c1cc(C)ccc1O (stereo not drawn),-4,-1.9,-1,-1.8,-10,3,-8,-9,-27
CC(=O)NCC1CCCN(Cc2cn(-c3ccccc3)nc2-c2ccc3c(c2)OCO3)C1 (stereo not drawn),2,0.4,7,-0.5,-15,-3,-12,-7,-19
O=C(/C=C/c1cccs1)NC(=S)NNC(=O)c1ccccc1O,1,14,88*,18,17,-9,-12,6,-6

# Results, from the first entry:
SMILES,CHRM1 antagonist,V1R ag counter,TAAR1 ag,OXTR ag,TAAR1 antagonist,M1 PAM,OXTR potentiate,CHRM1 agonist,CHO parental Ca
CN(C)CCCNC(=O)CCC1CCCCC1,-2,0.3,8,0.5,3,7,-7,-4,0
CC(C)C(=O)Nc1cccc(-c2cn3ccsc3n2)c1,-9,0.1,0,-0.6,-4,12,-13,-2,-14
CCCN(CCC)C(=O)CC(c1ccccc1)c1cc(C)ccc1O (stereo not drawn),-4,-1.9,-1,-1.8,-10,3,-8,-9,-27
CC(=O)NCC1CCCN(Cc2cn(-c3ccccc3)nc2-c2ccc3c(c2)OCO3)C1 (stereo not drawn),2,0.4,7,-0.5,-15,-3,-12,-7,-19
O=C(/C=C/c1cccs1)NC(=S)NNC(=O)c1ccccc1O,1,14,88*,18,17,-9,-12,6,-6
COc1ccc([N+](=O)[O-])cc1COc1cc(C)cc2oc(=O)cc(-c3ccccc3)c12,6,0.4,12,-0.8,-2,-6,-7,-4,-20
CCOC(=O)c1c(C)[nH]c(C(=O)Nc2ccc(C)c(Cl)c2)c1C,nt,7.9,nt,11,nt,nt,-6,nt,1
Cc1ccc(CNC(=O)Cn2c(=O)oc3ccccc32)o1,-3,1.1,7,-0.1,1,0,-13,-2,-3
COc1ccc(CN(Cc2cccn2C)S(=O)(=O)c2ccc(C)cc2)cc1,0,0.7,1,0.4,-23,-3,-18,-5,-12
Cc1ccc2c(C(=O)CN3CCN(C4CCCCC4)CC3)c(C)[nH]c2c1,-10,-0.9,-1,0.6,2,7,-7,-5,-15
NC(=O)CCn1c(=O)oc2ccccc21,2,0.8,2,0.3,-5,4,0,-3,-4
CCN(C(=O)CSc1nnc(Nc2ccccc2)s1)C1CCS(=O)(=O)C1 (stereo not drawn),-9,-0.5,7,0.2,-4,9,-9,-5,-12
COc1ccc(CCNC(=O)N2c3ccccc3Sc3ccccc32)cc1,9,3.3,12,1.1,44,-13,-21,-1,36*
CC1(C)CSC(=NCCc2ccccc2)N1,-5,0.6,-1,0.8,-5,-2,-5,-12,0
O=C(CCl)c1ccc(Cc2ncc(C(F)(F)F)cc2Cl)s1,-10,0.2,15,0.0,1,5,-5,-2,-20
Cc1cccc(NC(=O)CCCc2ccccc2)c1,5,-0.4,-2,-2.4,1,-2,-12,-5,-9
CC(NC(=O)CCNC(=O)c1ccc(Br)cc1)c1ccc(-n2ccnc2)cc1 (stereo not drawn),-5,-0.8,2,-2.1,-9,6,-8,-2,-3
O=C1C=C(c2ccccc2)C[C@H](c2cccs2)[C@H]1n1nnc([N+](=O)[O-])n1,6,-0.8,2,-2.0,12,-13,-4,-9,-17
CC1CN(Cc2nc3c(c(=O)n(C)c(=O)n3C)n2CC(O)CO)CC(C)O1 (stereo not drawn),3,-0.1,6,-0.7,1,0,-3,-4,8
CCOC(=O)C(=O)NNc1ccccc1OC,-11,-1.1,0,1.6,2,11,1,0,-21
CN1CCN(C(=O)c2c(O)c3cccc4c3n(c2=O)CCC4)CC1,-6,1.6,0,0.9,18,7,9,-2,-12
CC(=O)OC1c2ccccc2C(=O)N1c1ccccc1C (stereo not drawn),-9,0.0,-1,-0.5,-3,6,-9,-4,-7
CCn1c(CN2CCN(CCO)CC2)nc2ccccc21,-1,0.9,12,-0.2,-3,9,-8,-10,-3
COc1ccc2[nH]c(C)c(CCNC(=S)Nc3cc(C)cc(C)c3)c2c1,-7,1.0,1,-0.6,-14,4,-5,-10,-4
CCOC(=O)N1CCN(C(=O)c2cccn3c(=O)c4c5c(sc4nc23)CCCC5)CC1,1,0.3,11,0.2,12,-6,-2,-6,-17
N/C(=N\NS(=O)(=O)c1ccc(Cl)cc1)c1ccccn1,-13,0.8,1,-1.0,-31,7,0,-1,-1
CC1(C)CC(=O)C(C=NCC(N)=O)=C(O)C1,6,0.5,3,-0.5,-13,-12,-6,-3,-10
CCOc1ccc(Nc2ccc([N+](=O)[O-])c3nonc23)cc1,2,4.7,-1,1.1,31,-11,-11,-5,17
COc1ccc(-c2cc(=NC(CC(C)C)C(=O)O)c3cc(C)ccc3o2)cc1 (stereo not drawn),-1,0.0,-1,-2.0,7,0,6,-6,-23
Cc1cccc(NC(=O)c2ccc(NC(C)c3ccccc3)c([N+](=O)[O-])c2)n1 (stereo not drawn),-14,0.9,1,0.2,6,6,-5,-4,6
Cc1cc(=O)oc2c3c(cc(OCC(=O)NCC4CCC(C(=O)O)CC4)c12)OC(C)(C)CC3 (stereo not drawn),-6,-0.4,0,-1.2,11,8,3,-4,-7
CC(CCN1CCC(n2nccc2NC(=O)c2ccccc2Cl)CC1)c1ccccc1 (stereo not drawn),20,4.4,3,5.3,-2,-13,4,-7,-15
Cc1ccc(CNC(=S)Nc2ccc(OC(F)F)cc2C)cc1,-14,1.9,2,1.1,20,2,-6,-8,-8
CC(=O)Nc1ccc(S(=O)(=O)NNC(=O)COc2ccc(Cl)cc2Cl)cc1,-18,0.2,3,-0.3,-12,2,-3,-3,-13
CC(C)CC1Nc2ncnc(N3CCCCC3)c2N(Cc2ccc(Br)cc2)C1=O (stereo not drawn),-21,-0.8,6,-2.6,-5,4,-10,-10,-18
CCCCn1nc2cc(C(=O)NCc3cc(C(F)(F)F)cc(C(F)(F)F)c3)ccc2c1OCC,-3,0.3,0,-0.4,-15,19,-10,8,-16
O=C(O)CCC(=O)N1CCC[C@H]1C(=O)O,-30,0.5,0,1.6,-16,4,-5,0,-8
CCNC(=O)C1CCCN(C(=O)c2cc(OC)c(OC)c(OC)c2)CC1 (stereo not drawn),-15,nt,2,nt,-23,7,nt,-1,nt
Cc1c(NC(=O)C(C)OC(=O)CCC2CCCC2)c(=O)n(-c2ccccc2)n1C (stereo not drawn),4,-1.1,8,-2.1,-2,6,-10,-6,-14
OC(COc1ccccc1Br)CN1CCNCC1 (stereo not drawn),-22,nt,0,nt,1,21,nt,-5,nt
CCC(Oc1ccccc1F)C(=O)NCCN1CCOCC1 (stereo not drawn),-13,0.5,-1,-0.1,-7,8,2,-4,-4
Cc1cccc(C(=O)NNC(=O)C2CCN(C(=O)OC(C)(C)C)CC2)c1,2,1.1,1,-0.4,-19,2,-2,-3,-14
COc1ccc([N+](=O)[O-])cc1NCc1ccco1,2,-1.5,-2,-2.9,-9,-2,-8,-8,-2
CC(NC(=O)CCc1ccccc1)c1cc2c(cc1Cl)OCCO2 (stereo not drawn),2,0.6,0,-0.9,2,-2,-5,-4,-22
CCCCn1c(N)c(N(CCOC)C(=O)c2ccc(F)c(S(=O)(=O)N3CCOCC3)c2)c(=O)[nH]c1=O,-3,3.1,4,1.7,-34,6,5,-2,0
COc1ccc(OCCSc2nc(N)cc(N)n2)cc1,-12,0.9,3,0.6,-17,-4,-10,-1,-2
Cn1c(=O)c2c(nc(N3CCc4ccccc4C3)n2Cc2ccc(Br)cc2)n(C)c1=O,-26,-0.5,55*,-0.4,-16,6,-6,1,-11
O=C(OCn1nnc2ccccc2c1=O)c1ccc(Br)o1,-2,0.5,18,0.6,1,18,5,6,-7
CCN1CCN(S(=O)(=O)c2cc(OCC(=O)NC3CCCCC3)c(C)cc2Cl)CC1,9,9.2,13,14,0,0,-22,-1,-3
C=CCn1c(=S)[nH]c2ccc(Br)cc2c1=O,-4,-1.4,3,-2.0,10,-1,-4,-6,-11
CC(=O)c1cccc(NC(=O)C(CC(C)C)NC(=O)C2CCCCC2)c1 (stereo not drawn),-9,-0.1,5,-0.1,-37,8,-6,0,-12
O=C(O)c1cc(Cl)c(Cl)cc1C(=O)NCc1ccco1,-11,0.8,1,-0.1,-5,4,-4,-3,5
CC(C)N1CCN(CCCc2ccccc2)CC1CCO (stereo not drawn),-19,-0.1,1,0.2,-19,15,-1,-6,-10
COc1ccc(C(O)c2nc(-c3cncnc3)cs2)cc1 (stereo not drawn),-9,nt,0,nt,0,7,nt,-1,nt
O=C(Cc1ccccc1Cl)Nc1nc2ccccc2[nH]1,-13,1.1,7,0.7,-13,4,0,-2,-12
OCCC1CN(CC#Cc2ccccc2)CCN1Cc1ccccc1F (stereo not drawn),-15,0.8,5,-0.2,-10,10,-2,-4,-22
CC(=O)c1cc(C#N)c(Oc2cc(C)cc(C)c2)nc1C,-43,-0.8,11,-2.7,-17,5,-7,-3,1
O=C(C[n+]1ccccc1)Nc1ccccc1[N+](=O)[O-],-17,-0.1,5,-0.4,-12,14,-15,-9,2
CC(O)C(NC=C1C(=O)OC(C)(C)OC1=O)C(=O)O (stereo not drawn),5,0.1,10,-0.1,11,0,-14,-5,-10
COc1cc(NC(=S)Nc2ncccc2C)cc(OC)c1OC,-5,-0.3,4,-1.0,2,8,-12,-7,-1

# Screens: PubChem, The Scripps Research Institute Molecular Screening Center
